Glioma ERSR ind – qHTS for Inducers of the Endoplasmic Reticulum Stress Response (ERSR) in Human Glioma: qHTS | Potency, µM, inactives show at the highest dose activation, actives largely listed as activators | AID 602332, 2012 | U87-MG GRP78 promoter luciferase reporter, 16 h | 0.02% of 420,000 active; also: potency is read from the fitted curve at half-maximal effect; series mostly up to about 76 µM; % of control where 0% means no effect; nearly all actives have a fitted effect of over 35% in size
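Stably transfected U87-MG human glioma cells carrying a GRP78-based luminescent sensor were seeded at 1000 cells/well, pin-dosed with compounds and incubated 16 h. Luciferase reagent was then added, and end-point luminescence was read after 10 min at room temperature.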
POLH inh – qHTS for Inhibitors of Polymerase Eta. recombinant Pol eta, fluorescent DNA replication assay. DNA polymerase eta (Homo sapiens), Q9Y253. Potency, µM (highest dose often 114 µM), without a hit: at the top dose activity change, negative = inhibition, most hits filed as inhibitors. 1.2% of 390,000 active. AID 588591, 2011; also: potency is read from the fitted curve at half-maximal effect; % is scaled to controls: 0 for no effect and ±100 for the full control effect
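Pol eta (10 nM) was preincubated with compounds for 15 min at room temperature, after which fluorescent replication substrate (50 nM final) was added to start the reaction. Fluorescence was read kinetically at 0 and 10 min.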
POLB inh – qHTS Assay for Inhibitors of DNA Polymerase Beta | Pol beta primer extension/strand displacement, fluorescence kinetic | AID 485314, 2010 | Potency, µM (top dose mostly 114 µM), for the others: top-dose activity change, negative = inhibition, actives largely listed as inhibitors | P06746 | 1.3% of 340,000 active; also: potency is read from the fitted curve at half-maximal effect; % is scaled to controls: 0 for no effect and ±100 for the full control effect
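Pol beta (10 nM) was preincubated with compound for 15 min at room temperature. The reaction was then started with 50 nM substrate and read immediately and after a further 10 min at room temperature.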
LDHA block – qHTS assay for inhibitors of human lactate dehydrogenase. 0.15% of 480,000 active. activity change, % (values are at about 110 or 230 µM). L-lactate dehydrogenase A chain (Homo sapiens), P00338. purified LDHA, NADH/diaphorase-resazurin fluorescence; hits give low values; in the data active = activity change below about -30%; inconclusive = mostly about -25% to -30%;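 also: plate controls were DMSO wells for no effect and wells without enzyme for full effect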
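Resorufin fluorescence (ex540/em590), read at 0 and 20 min after diaphorase/resazurin addition, reports the NADH left after a 5 min room-temperature reaction of 2 nM human LDH5 with 0.06 mM NADH and 0.2 mM pyruvate.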
BLM helicase inh – qHTS Assay for Inhibitors of Bloom's syndrome helicase (BLM); AID 2528, 2010; RecQ-like DNA helicase BLM (Homo sapiens), P54132; recombinant BLM DNA unwinding, fluorescence dequenching; Potency, µM (doses to about 56.1 µM), inactives show at the highest dose activity change, negative = inhibition, actives largely listed as inhibitors; 0.2% of 350,000 active;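 also: potency is read from the fitted curve at half-maximal effect; plate controls were vehicle for no effect and no enzyme for full effect; nearly all actives have a fitted effect of over 35% in size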
Anesthetic bind – qHTS Assay for Identification of Novel General Anesthetics; Ferritin light chain (Equus caballus), P02791; apoferritin/1-aminoanthracene competitive binding, fluorescence; Potency, µM (series often up to 77.5 µM), inactives show at the highest dose activity change, negative = displacement, usual class: inhibitors; 0.074% of 350,000 active; also: potency is read from the fitted curve at half-maximal effect; % is scaled to controls: 0 for no effect and ±100 for the full control effect; nearly all actives have a fitted effect of over 20% in size
Target sequence (P02791 2-175 limits assumed): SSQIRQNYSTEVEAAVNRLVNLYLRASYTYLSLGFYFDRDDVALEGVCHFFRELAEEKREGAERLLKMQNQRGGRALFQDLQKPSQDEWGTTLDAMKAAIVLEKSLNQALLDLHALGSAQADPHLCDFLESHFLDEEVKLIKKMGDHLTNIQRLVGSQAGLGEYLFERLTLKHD
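Probe: 1-aminoanthracene (50% saturated, PBS). Protein: horse-spleen apoferritin, 10 uM. Incubation: 10 min, room temperature. Detection: 380 nm excitation, 535 nm emission. Analysis: normalized response, four-parameter Hill.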
Pol kappa inh – qHTS for Inhibitors of Polymerase Kappa | DNA polymerase kappa (Homo sapiens), Q9UBT6 | purified Pol kappa, fluorescent DNA synthesis assay, 10 min | Potency, µM (highest dose often 107 µM), inactives show at the top dose activity, negative = inhibition, usual class: inhibitors | 0.53% of 400,000 active | AID 588579, 2011; also: potency is read from the fitted curve at half-maximal effect; % is scaled to controls: 0 for no effect and ±100 for the full control effect
Target sequence (Q9UBT6 whole entry, looked up): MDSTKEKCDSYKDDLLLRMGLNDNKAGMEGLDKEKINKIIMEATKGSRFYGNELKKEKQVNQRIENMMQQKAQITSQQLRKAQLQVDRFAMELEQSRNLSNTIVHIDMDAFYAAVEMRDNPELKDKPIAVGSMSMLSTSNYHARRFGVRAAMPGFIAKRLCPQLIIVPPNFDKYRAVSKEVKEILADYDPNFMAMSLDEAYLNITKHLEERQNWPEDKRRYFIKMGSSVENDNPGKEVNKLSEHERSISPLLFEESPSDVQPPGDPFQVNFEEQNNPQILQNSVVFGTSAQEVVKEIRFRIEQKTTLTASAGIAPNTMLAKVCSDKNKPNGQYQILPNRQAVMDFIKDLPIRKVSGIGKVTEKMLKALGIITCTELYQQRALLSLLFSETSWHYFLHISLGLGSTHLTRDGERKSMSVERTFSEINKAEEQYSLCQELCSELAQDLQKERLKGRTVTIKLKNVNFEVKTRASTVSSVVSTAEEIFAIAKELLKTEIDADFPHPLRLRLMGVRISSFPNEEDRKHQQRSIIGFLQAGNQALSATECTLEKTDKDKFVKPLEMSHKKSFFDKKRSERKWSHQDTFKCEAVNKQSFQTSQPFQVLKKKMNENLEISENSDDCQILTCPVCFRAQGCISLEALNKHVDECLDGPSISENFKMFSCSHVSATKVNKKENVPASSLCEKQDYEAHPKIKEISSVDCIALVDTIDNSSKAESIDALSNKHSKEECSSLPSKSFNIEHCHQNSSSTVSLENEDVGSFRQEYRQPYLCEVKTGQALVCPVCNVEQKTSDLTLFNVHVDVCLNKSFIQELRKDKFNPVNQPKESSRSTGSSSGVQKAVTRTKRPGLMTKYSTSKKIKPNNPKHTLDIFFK
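Pol kappa 10 nM + cpd, 15 min RT; start w/ substrate 50 nM final; fluorescence kinetic read, 0 and 10 min. Neg ctrl: buffer, no enzyme.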
POLI inh – qHTS for Inhibitors of Polymerase Iota. 1% of 390,000 active. Pol iota fluorescent replication assay, 10 min. Potency, µM (series often up to 115 µM), without a hit: top-dose activity, negative = inhibition, most hits filed as inhibitors. AID 588590, 2011; also: potency is read from the fitted curve at half-maximal effect
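Fluorescent replication assay read twice, at 0 min and 10 min after adding 50 nM (final) substrate. Enzyme (10 nM) and compounds were first incubated 15 min at room temperature; enzyme-free buffer wells were negative controls.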
APE1 inh – qHTS Assay for Inhibitors of the Human Apurinic/apyrimidinic Endonuclease 1 (APE1). DNA repair nuclease/redox regulator APEX1 (Homo sapiens), P27695. Potency, µM (highest dose often 65.8 µM), without a hit: top-dose activity change, negative = inhibition, usual class: inhibitors. 0.35% of 350,000 active. recombinant APE1, TAMRA/BHQ-2 abasic DNA cleavage fluorescence;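 also: potency is read from the fitted curve at half-maximal effect; plate controls were vehicle for no effect and reference inhibitor for full effect; nearly all actives have a fitted effect of over 55% in size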
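Incision of a quenched TAMRA/BHQ-2 THF abasic-site duplex (50 nM) by 0.75 nM APE1, after 15 min compound preincubation, measured as fluorescence increase over three 60 s reads. Values normalized to buffer, DMSO and NSC13755 control wells.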
An asterisk follows results filed as active; ? = inconclusive; nt = not tested or not shown; & = joins results of further samples; [ ] = remark or other dose. Unless noted, calls follow the shape of the dose curve; as a rule, active = well fitted curve in the direction sought with a large enough effect; inconclusive = small, poorly fitted or top-dose-only effect, or another doubt; inactive = no such curve, though single readings can be large; an effect the other way counts as inactive or inconclusive.

Results follow in this order: Pol kappa inh	POLH inh	POLI inh	BLM helicase inh	Glioma ERSR ind	POLB inh	LDHA block	APE1 inh	Anesthetic bind
CN(c1ccc(S(=O)(=O)N2CCOCC2)cn1)C1CCCCC1
 : -3%	-18%	10%	0%	8%	5%	1	-22%	-15%
C=C(C)C1CC=C(C)/C(=N/NC(=O)COc2cccc3ccccc23)C1 (stereo unspecified)
 : -5%	-5%	10%	1%	0%	7%	-9	3%	-3%
COc1cc(OC)cc(-n2nnnc2SCC(=O)NCCc2ccc(OC)c(OC)c2)c1
 : -15%	-27%	34%[activator]	-10%	-3%	1%	-6	11%	-9%
Cc1ccc(C(=O)c2ccc(C)cc2)cc1
 : 8%	-4%	5%	-2%	1%	3%	-3	2%	-20%
Cc1ccc(CN2C(=O)CSc3ccc(C(=O)NC4CC4)cc32)cc1
 : 3%	-19%	6%	-4%	-4%	2%	-2	29%	-11%
N#CC1=C(N)C(C#N)(C#N)C2(CCC3(CC2)OCCO3)C2CC3(CC=C12)OCCO3 (stereo unspecified)
 : -40%	-3%	?	-4%	-3%	0%	19	-1%	-5%
CCN(CC)S(=O)(=O)c1ccc(/C=C/C(=O)OCC(=O)NNC(=O)c2ccc(OC)cc2)cc1
 : 0%	-14%	16%	nt	-2%	nt	1	-19%	nt
O=C(O)C1CCCCC1C(=O)NCCC(c1ccccc1)c1ccccc1 (stereo unspecified)
 : -6%	-5%	8%	-1%	-1%	1%	0	1%	-11%
Cc1ccc(-c2nc3ccccc3s2)cc1S(=O)(=O)N1CCOCC1
 : 2%	-11%	18%	-8%	-1%	18%	6&2	12%	-9%
Cc1cc2c(cc1C)CSC(c1c(O)ccc3ccccc13)SC2
 : 0%	-16%	?	-22%	1%	-4%	11	0%	-16%
CCCC(=O)c1cc(F)c(N2CCN(S(=O)(=O)c3ccccc3)CC2)cc1C
 : -5%	1%	8%	-5%	-4%	-15%	1	0%	-21%
CC1CCC2(OC1)OC1CC3C4CCC5CC(O)CCC5(C)C4=CCC3(C)C1C2C (stereo unspecified)
 : -9%[60.1 µM]	nt	nt	4%	-2%	nt	nt	0%	-4%
O=C(O)CCCCCn1c(SCc2cc(=O)n3ccccc3n2)nc2ccsc2c1=O
 : -17%	-8%	-7%	6%	0%	-2%	-10	0%	-9%
Cc1cc(/C=C(\C#N)C(=O)NCc2ccccc2)cc(C)c1O
 : 2%	-18%	-13%	-7%	-5%	-29%	-7	36%	1%
COC(=O)[C@@H](Cc1ccccc1)NC(=O)Cn1cc(C)c(=O)[nH]c1=O
 : -6%	-10%	-18%	nt	-2%	nt	-10	nt	nt
CCC(=O)Nc1ccccc1C(=O)OC(c1ccccc1)c1ccccc1
 : -4%	-21%	-6%	-3%	-5%	2%	-3	?	-7%
Cc1nn(-c2ccc(N3CCCCC3)nn2)c(C)c1CCC(=O)NCc1ccccc1F
 : 1%	-12%	-18%	0%	-4%	4%	-5	nt	-15%
CCOC(=O)C1=C(C)Nc2nc(C)nn2C1c1cc(OC)ccc1OC (stereo unspecified)
 : -24%	-21%	17%	4%	-4%	27%	-2	-3%	1%
CC(NC(=O)OCc1ccccc1)c1ccccc1 (stereo unspecified)
 : -5%	-7%	-15%[58.9 µM]	nt	-4%	nt	-1	nt	nt
CCn1c(SCC(=O)c2ccc3ccccc3c2)nnc1-c1cccs1
 : -8%	4%	18%	-2%	-4%	40%	-6	-10%	?
CCOC(=O)CSc1nc(-c2ccccc2)nc2ccccc12
 : -15%	-3%	-1%	-5%	-2%	?	-3	?	-24%
COc1cc(C)ccc1OCC(=O)Nc1ccc2c(c1)OCO2
 : 1%	1%	5%	nt	0%	nt	2	-5%	nt
NC(=O)c1ccc(NC(=O)CN2C(=O)NC3(CCCCCCC3)C2=O)cc1
 : 4%	-12%	-8%	nt	-4%	nt	-4	4%	nt
CC1O[C@@H](O[C@@H]2C(O)C[C@H](O[C@@H]3C(O)C[C@@H](OC4CC[C@@]5(C)C6CC(O)[C@@]7(C)C(C8=CC(=O)OC8)CC[C@@]7(O)C6CC[C@@H]5C4)OC3C)OC2C)CC(O)[C@H]1O (stereo partly specified)
 : -2%[60.1 µM]	nt	nt	4%	-9%	nt	nt	2%	-3%
Cn1c(CNc2nc(-c3ccccc3)cs2)nnc1SCC(=O)OC1CCCCC1
 : -19%	-19%	-8%	-2%	-4%	-1%	-2	-1%	?
Cc1ccc(Cn2c(Cc3ccccc3)nc3ccccc32)cc1
 : -9%&-8%	-17%&-23%	-15%&-13%	-10%&-3%	-3%&-4%	-1%&20%	5&1	-5%	15%&4%
Cc1ccc(S(=O)(=O)Nc2nc(CN3CCOCC3)nc3sc(C)c(C)c23)cc1
 : 10%	-16%	?	nt	0%	nt	3	-4%	nt
CN(C)/C=c1\sc2c(C#N)cc(C(=O)c3ccc(Br)cc3)n2c1=O
 : -9%	-2%	0%	-5%	-1%	4%	2	-1%	-11%
O=C(O)CC/C=C\CC[C@H]1[C@@H](N2CCCCC2)[C@@H](O)C[C@@H]1OCc1ccc(-c2ccccc2)cc1
 : -8%[19.4 µM]	nt	nt	3%	-2%	nt	nt	-5%	nt
Cc1noc2ncnc(NCc3ccc(Cl)cc3)c12
 : -2%	-21%	-6%	-2%	-3%	-1%	0	nt	-2%
CCCCn1nnnc1NCc1cc(Cl)c(OC)c(OC)c1
 : -2%	-2%	4%	-1%	-1%	45%	-3	1%	-6%
CN(C(=O)COC(=O)CCC(=O)c1ccc(F)cc1)C1CCCCC1
 : -4%	0%	-14%	nt	-3%	nt	-12	-1%	nt
O=C(Nc1ccccc1F)C1COc2ccccc2O1 (stereo unspecified)
 : -14%	-2%	7%	3%	1%	11%	0	16%	?
Cc1cc(NC(=O)CSc2nnc(-c3ccc(Cl)s3)o2)no1
 : -1%	-9%	-9%	2%	0%	17%	5	1%	?
Cc1cc(C(=O)OCC(=O)Nc2cccc(S(=O)(=O)N3CCOCC3)c2)c(C)o1
 : -3%	-10%	?	-7%	-1%	25%	2	-2%	-24%
Cc1ccc(C(=O)Nc2ccc3c(c2)OCO3)cc1S(=O)(=O)N1CCCC1
 : -16%	-13%	9%	-6%	?	-2%	-6	-7%	-17%
O=C(CSc1nc2ccccc2s1)N1CCN(C(=O)c2ccco2)CC1
 : -6%	-2%	?	-2%	-3%	14%	-6	-7%	-4%
COc1ccc(CC(NC(C)=O)C(=O)NC2CCN(C(=O)C3CCCCC3)CC2)c(OC)c1 (stereo unspecified)
 : -7%	-1%	13%	-1%	-4%	17%	-1	44%	8%
C#CCOCCOCCOCCNc1nc(N2CCN(C(=O)CCCCCCCCCCNC(=O)Cn3cc(C[C@@H](C)O)nn3)CC2)nc(N2CCN(C(=O)CCCCCCCCCCNC(=O)[C@@H](CCC(=O)O)n3cc(CCCCCN)nn3)CC2)n1
 : 11%	-17%	4%	nt	-3%	nt	1	25%	nt
Cn1c(=O)c2c(nc(Oc3ccccc3N)n2C)n(C)c1=O
 : 1%	-10%	1%	-3%	7%	1%	1	10%	-2%
CCN(CC)C(=O)Cn1cc(SCC(=O)Nc2ccccc2F)c2ccccc21
 : 6%	-14%	26%	38%[activator]	-2%	15%	3	nt	26%
CC(=O)c1sc(NC(=O)c2ccc3c(c2)OCO3)nc1C
 : -11%	-11%	47%[activator]	-4%	8%	-2%	-4	-16%	-6%
CCOc1ccc2nc(N3CCC(C(=O)NC4CCCCC4)CC3)sc2c1
 : -7%	-14%	6%	-2%	-2%	-28%	-2	27%	0%
COc1cc(C(=O)NCc2nnc(SCC(=O)N3CCCCCC3)o2)cc(OC)c1OC
 : -15%	3%	11%	0%	-5%	-26%	-3	-14%	-16%
COc1ccc(C(=O)N2CCN(S(=O)(=O)c3ccc(Cl)cc3)CC2)cc1S(=O)(=O)N1CCOCC1
 : -4%	-19%	30%	nt	-1%	nt	-15	nt	nt
C#CCN1C(C)=C(C(=O)OC)C(c2cccc([N+](=O)[O-])c2)C(C(=O)OCC)=C1C (stereo unspecified)
 : -13%[60.1 µM]	-24%	?	nt	2%&-3%	-12%[57.1 µM]	-4	18%&-5%	nt
O=C(Nc1ccc(Br)cc1)c1cnc[nH]1
 : 6%	-14%	27%	0%	1%	5%	-17	1%	3%
CCOc1ccccc1CNC(=O)CCc1cn(Cc2ccc(Cl)cc2)c2ccccc12
 : -9%	-24%	20%	-5%	-3%	1%	0	nt	81%[activator]
O=C(COC(=O)CCOc1ccccc1)NCCC1=CCCCC1
 : -38%	-8%	-28%	-3%	-2%	-12%	-2	-1%	?
Cn1c(=O)[nH]c(=O)c2c1nc1n2CCCS1
 : -3%	-12%	-9%	3%	-7%	6%	-4	3%	-8%
COc1ccc(Cl)cc1NC(=O)CN(C)C(=O)c1ccc2n[nH]nc2c1
 : -19%	-13%	5%	nt	-3%	nt	-4	-9%	nt
CC1CCN(c2c(NCC3CCC(C(=O)NCc4ccc(F)cc4)CC3)c(=O)c2=O)CC1 (stereo unspecified)
 : 3%	0%	-2%	0%	-3%	-4%	-2	1%	-7%
Cc1onc(-c2ccccc2Cl)c1C(=O)Nc1sc2c(c1C(N)=O)CCC(C)C2 (stereo unspecified)
 : -11%	-18%	?	-11%	3%	6%	0	1%	-2%
Cc1nc(N2CCCC2)ncc1C(=O)NCc1ccc(F)cc1
 : -6%[60.1 µM]	nt	16%	-1%	nt	-1%	-5	nt	40%[activator]

The list is partial; count on the stated rates, not on these rows.
